Screening data: PubChem, NMMLSC
Jurkat autofluor: compound fluoresces in Jurkat cells, VLA-4 screen interference | compound autofluorescence, flow cytometry; stronger effect = higher value; 1 = vehicle-only cell background | fluorescence ratio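 (tested at 10 µM compound in the well)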 | actives 0.61% (n = 24,000) | AID 576;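 active = fluorescence ratio above 2.44, which is 1 plus 3 SD of all ratios; inconclusive = signal too bright to measure linearly, ratio around 10 or more; inactive = fluorescence ratio below 2.44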;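 also: green fluorescence of cells measured with 488 nm excitation and 530 nm emission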
Prostate diff: activators of LNCaP prostate cell differentiation. actives 0.56% (n = 24,000). AID 795. side scatter shift, % at 10 µM. flow cytometry side scatter, 4 d;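 active = side scatter shift above 30%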;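 also: androgen-responsive LNCaP prostate cancer cells in charcoal-stripped serum medium; percent of cells past a gate set so DMSO wells show 10% shift; higher shift means more granular cells and more differentiation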
VLA-4 antagonist: inhibitors of LDV-FITC ligand binding to Mn2+-activated human VLA-4 integrin; actives 0.2% (n = 24,000); inhibition, % at 10 µM (by protocol); AID 529; Jurkat cells, LDV-FITC binding with Mn2+, flow cytometry; 100% = Mn2+-driven binding gain fully reversed; P13612;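 active = inhibition above 50%; inconclusive = compound itself fluorescent, judged against control cell fluorescence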;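 also: 0% = Mn2+ stimulated cells lacking compound and 100% = ligand binding without Mn2+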
Target sequence (P13612 whole entry, looked up): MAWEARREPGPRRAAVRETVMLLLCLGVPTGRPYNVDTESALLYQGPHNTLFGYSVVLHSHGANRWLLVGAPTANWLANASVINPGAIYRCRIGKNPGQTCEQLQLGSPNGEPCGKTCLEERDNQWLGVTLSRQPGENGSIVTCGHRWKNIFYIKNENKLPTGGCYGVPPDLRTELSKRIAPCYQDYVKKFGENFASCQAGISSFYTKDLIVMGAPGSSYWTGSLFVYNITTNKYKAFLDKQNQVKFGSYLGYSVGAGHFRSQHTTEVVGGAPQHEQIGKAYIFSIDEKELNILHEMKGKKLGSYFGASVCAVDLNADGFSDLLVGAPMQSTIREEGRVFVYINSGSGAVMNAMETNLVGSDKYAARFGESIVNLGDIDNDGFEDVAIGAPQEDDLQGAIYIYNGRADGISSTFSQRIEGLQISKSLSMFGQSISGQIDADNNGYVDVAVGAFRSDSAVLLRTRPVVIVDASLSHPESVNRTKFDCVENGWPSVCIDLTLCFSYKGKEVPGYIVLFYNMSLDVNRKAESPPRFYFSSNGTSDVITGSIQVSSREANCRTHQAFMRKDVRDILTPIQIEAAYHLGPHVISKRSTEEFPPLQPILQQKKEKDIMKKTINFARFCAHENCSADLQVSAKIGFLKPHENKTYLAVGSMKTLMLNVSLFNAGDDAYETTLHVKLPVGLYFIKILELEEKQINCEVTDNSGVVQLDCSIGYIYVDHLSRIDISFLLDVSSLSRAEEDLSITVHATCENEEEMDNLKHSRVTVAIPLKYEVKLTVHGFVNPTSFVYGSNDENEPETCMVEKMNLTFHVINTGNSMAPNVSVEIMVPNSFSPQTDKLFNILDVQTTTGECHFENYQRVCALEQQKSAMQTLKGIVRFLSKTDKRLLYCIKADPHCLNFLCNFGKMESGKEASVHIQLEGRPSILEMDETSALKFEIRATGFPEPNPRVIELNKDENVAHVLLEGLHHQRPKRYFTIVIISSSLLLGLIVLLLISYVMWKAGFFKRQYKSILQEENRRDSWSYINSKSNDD
VLA-4 allo ag: allosterically activates the human VLA-4 integrin; activation, % at 10 µM (by protocol); 24,000 tested, under 10 active; P13612; Jurkat cells, LDV-FITC binding, flow cytometry;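 active = fluorescent ligand binding to cells raised by more than 40% of the manganese-induced maximum; inconclusive = compound's own fluorescence above 85% of the ligand control signal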;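 also: 0% = ligand binding without compound and 100% = manganese-stimulated maximal binding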
The depositor's hits bear a star; u = inconclusive; x = not tested or not shown. A portion of the library (hit frequency here may not be typical).

SMILES	Jurkat autofluor	Prostate diff	VLA-4 antagonist	VLA-4 allo ag
Cc1cc2c(cc1C)C(=O)NC(C)(C)C2	1.1	8	-16	12
Cn1cnc2c(sc3nc(N4CCOCC4)c4c(c32)CC(C)(C)OC4)c1=O	1.3	9	7	-3
CCCc1nc(N2CCN(C)CC2)c2sc(=S)n(-c3ccccc3)c2n1	1.1	14	4	1
N=c1n(CCN2CCCCC2)c2ccccc2n1CC(O)COc1ccccc1 (centres undefined)	1.1	64*	-12	2
Cc1ccc(-n2nc(-c3cccs3)cc2C(=O)NCC2CCCO2)c(C)c1 (centres undefined)	1.2	4	-10	-2
COc1cc2[nH]c(=O)n(CCC(=O)N3CC=C(c4ccccc4)CC3)c(=O)c2cc1OC	0.97	x	19	0
O=C(NCN1C(=O)C2C3C=CC(C3)C2C1=O)Nc1nncs1 (centres undefined)	1.1	3	-4	-7
CCNC(=O)CC1C(=O)N(c2ccc(F)cc2)C(=O)N1Cc1ccc(OC)cc1 (centres undefined)	1.1	10	7	-1
O=C(Cn1cc2c(n1)CCCC2)NCc1cccnc1	1	4	-22	6
COCCNC(=O)c1ccc2c(c1)ncn2-c1ccc(F)c(F)c1	1	15	-8	2
CCc1ccc(S(=O)(=O)NCCc2cn3ccccc3n2)s1	0.91	15	27	6
CCOc1ccc(NC(=O)C2CCCN(S(=O)(=O)c3c(C)nn(C)c3C)C2)cc1 (centres undefined)	1.1	12	7	3
CC(=O)N1c2c(cc(Br)cc2S(=O)(=O)N2CCN(C(=O)c3ccco3)CC2)CC1C (centres undefined)	1.1	1	1	-5
O=C(NC1CCCCC1)c1ccc(N2CCCC2=O)cc1	1.1	17	-18	1
Cc1cccc2sc(NC(=O)C3CCCN(S(=O)(=O)c4cccc5nonc45)C3)nc12 (centres undefined)	2.6*	9	u	u
CCOC(=O)C1CCCN(S(=O)(=O)c2cccs2)C1 (centres undefined)	1.1	6	-27	-12
CCOc1ccc(-n2c(Cc3cc(=O)[nH]c(=O)[nH]3)nnc2SCc2cccnc2)cc1	1	9	-4	3
CCN(CCCNC(=O)CN(C)S(=O)(=O)c1cccc2nsnc12)c1ccccc1	1	7	-2	-3
N#CCCN1CCN(S(=O)(=O)c2ccc(C#N)cc2)CC1	1.1	10	15	-10
CCCCN(CCCNC(=O)C1CCN(S(=O)(=O)N2CCOCC2)CC1)Cc1ccccc1	1	6	1	-2
Cc1ccc(C)c(N2C(=O)CN=C2Nc2ccccc2Cl)c1	1	7	0	-4
O=C(O)Cc1cc(I)c(Oc2ccc(O)c(I)c2)c(I)c1	1.2	7	-18	4
Cc1n[nH]c(C)c1S(=O)(=O)N1CCN(C2CCCCC2)CC1	0.99	7	-11	1
O=C1CCCC2=C1C(O)(C(F)(F)F)C(=O)N2Cc1ccccc1 (centres undefined)	1.1	5	1	1

Of the compounds above, these contain an aryl methoxy group:
SMILES	Jurkat autofluor	Prostate diff	VLA-4 antagonist	VLA-4 allo ag
COc1cc2[nH]c(=O)n(CCC(=O)N3CC=C(c4ccccc4)CC3)c(=O)c2cc1OC	0.97	x	19	0
CCNC(=O)CC1C(=O)N(c2ccc(F)cc2)C(=O)N1Cc1ccc(OC)cc1 (centres undefined)	1.1	10	7	-1

In the list so far, 6 have a halogen.
SMILES	Jurkat autofluor	Prostate diff	VLA-4 antagonist	VLA-4 allo ag
CCNC(=O)CC1C(=O)N(c2ccc(F)cc2)C(=O)N1Cc1ccc(OC)cc1 (centres undefined)	1.1	10	7	-1
COCCNC(=O)c1ccc2c(c1)ncn2-c1ccc(F)c(F)c1	1	15	-8	2
CC(=O)N1c2c(cc(Br)cc2S(=O)(=O)N2CCN(C(=O)c3ccco3)CC2)CC1C (centres undefined)	1.1	1	1	-5
Cc1ccc(C)c(N2C(=O)CN=C2Nc2ccccc2Cl)c1	1	7	0	-4
O=C(O)Cc1cc(I)c(Oc2ccc(O)c(I)c2)c(I)c1	1.2	7	-18	4
O=C1CCCC2=C1C(O)(C(F)(F)F)C(=O)N2Cc1ccccc1 (centres undefined)	1.1	5	1	1

Next part:
SMILES	Jurkat autofluor	Prostate diff	VLA-4 antagonist	VLA-4 allo ag
Cc1cc2ccccc2c(=O)n1CC(=O)NCC(=O)N1CCN(c2ccccc2)CC1	0.98	3	-19	7
COc1ccccc1NC(=O)CSc1nc2ccccc2n1C(C)=O	0.93	4	4	6
COc1ccc(CNC(C)C2COc3ccccc3O2)c(OC)c1 (centres undefined)	1.1	5	-9	0
CC(=O)N1CSCC1C(=O)N1CCN(c2ccc(N3CCOCC3)nn2)CC1 (centres undefined)	1	3	4	3
O=C(NCCSc1c[nH]c2ccccc12)c1ccco1	1	7	2	-2
CCN1CCCC1CNC(=O)Cn1cc2c(n1)CCC(C)C2 (centres undefined)	1	10	4	2
Cc1occc1-c1nnc(SCC(=O)N2CCc3ccccc32)o1	1	9	-4	-2
CN=C(Nc1ccc2c(c1)OCO2)SC1CC(=O)N(c2ccccc2)C1=O (centres undefined)	1	7	-16	6
CC1CC(C)CN(CCCNC(=O)c2cn(C)c3ccc(S(=O)(=O)N4CCCC4)cc3c2=O)C1 (centres undefined)	1	2	-3	6
CC[n+]1ccc(C)c2cc(S(=O)C(F)(F)F)ccc21 (centres undefined)	1.2	14	u	u
CC1(C)CC(=O)C(C(=O)CCCCC(=O)C2C(=O)CC(C)(C)CC2=O)C(=O)C1	1.1	4	-9	4
Nc1nc(N2CCOCC2)nc(N(c2ccccc2)c2ccccc2)n1	0.92	14	12	8
CCN(CC)C(=O)c1cc2c(=O)n3cccc(C)c3nc2n1C	1.1	5	-4	0
CC(C)OC(=O)C(CC(=O)O)NCc1ccccc1 (centres undefined)	1	3	1	-2
COCCN(C(=O)CCC(=O)Nc1ccccn1)C(C(=O)NC1CCCC1)c1ccc(OC)cc1 (centres undefined)	1.1	8	-41	-3
CCN(CC)CCNC(=O)c1ccc(CS(=O)(=O)c2ccc(Br)cc2)o1	0.99	3	-8	-3
CN(C)c1ccc(CNn2cnnc2)cc1	0.96	4	-9	0
COc1ccc(CCNC(=O)C2CCCN(S(=O)(=O)c3cccc4nonc34)C2)cc1OC (centres undefined)	1.1	1	15	-6
Cc1ccccc1CN1CCN(C(=O)c2cccc(F)c2)CC1	1	6	-16	4
O=C(Nc1cccnc1)C1(F)C(F)(F)C(F)(F)C(F)(F)C(F)(F)C1(F)F	0.99	18	10	-2
CC1CCCCN1CCNC(=O)C1CC(=O)N(c2ccc(F)c(Cl)c2)C1 (centres undefined)	0.95	6	11	2
CC(C)(C)n1nnnc1C(c1ccccc1)N1CCc2ccccc2C1 (centres undefined)	0.99	13	-18	-1
FC(F)(F)c1cc(-c2ccco2)nc(-n2nc(C(F)(F)F)cc2C2CC2)n1	1.1	8	1	1
Cc1nnc(SCC(=O)NCCN2C(=O)CSC2=O)s1	1.1	4	-3	2
Cn1cccc1Cc1nnc(SCC(=O)N2CCN(c3ccccc3)CC2)n1-c1ccc(F)cc1	1.6	20	u	u
CCOC(=O)c1c(C)[nH]c(C)c1-c1ccccc1OC	1	15	1	2
CC(C)CC(NC(=O)C1CCC(C)CC1)C(=O)Nc1cccnc1 (centres undefined)	1.1	7	-8	3
CCSc1nc2ccccc2n1CC(N)=O	1	13	-13	-2
CC(=O)c1cccc(NC(=O)N2CCCC2C(=O)NCc2ccc(C)cc2)c1 (centres undefined)	1	6	-5	-1
Oc1ccccc1-c1nnc(COc2ccc(Cl)cc2Cl)o1	0.97	7	-2	2
O=C(Nc1cccnc1)c1cnc2ccccc2n1	1	16	8	-7
Cc1cccc2cc(=O)[nH]c(C)c12	1	11	-16	2
CCOC(=O)c1nnc(-c2ccccc2)o1	1	12	-10	4
CC(=O)N1CCc2cc(S(=O)(=O)NCCC(=O)N3CCN(Cc4ccccc4)CC3)ccc21	0.96	0	-1	3
CCOc1ccc(S(=O)(=O)N2CCN(c3ccc(OC)cc3)CC2)c2cccnc12	0.96	7	1	-2
O=C(NCCN1CCCCC1)c1ccc(=O)oc1	1	10	-36	13
Cc1c(C(=O)Nc2cnccn2)oc2ccccc12	1.1	8	-24	10
COc1cc(OC)c(C2C(C#N)=C(N)OC3=C2C(=O)CC(C)(C)C3)cc1OC (centres undefined)	0.95	4	-36	4
COc1cc(/C=N/n2c(C)nnc2C)cc(OC)c1OC	1	15	-19	-1
COc1ccccc1CNC(=O)CCNC(=O)Cn1cnc2ccccc2c1=O	1	14	u	u
CCCCCCn1c(CN2CCCC(C)C2)nc2c1c(=O)n(C)c(=O)n2C (centres undefined)	1	7	-3	0
CC(C)CNC(=O)c1c(N)n(/N=C/c2ccccn2)c2nc3ccccc3nc12	1.1	8	-17	6
COc1cc2c(cc1OC)C(c1cc(OC)c(OC)c(OC)c1)NCC2 (centres undefined)	1	5	-5	4
CCCCN1C2=NCCCN2c2cc(C)c(C)cc21	1.1	8	-14	9
CC(=O)N1CN(CCCn2ccnc2)Cc2c1sc1c2CCCC1	1	11	16	-2
CCC(COC(=O)Nc1cccc(C)c1)NC(=O)OCC(C)C (centres undefined)	1.1	7	22	-8
COC(=O)C1=C(C)OC(N)=C(C#N)C1c1c(C)nn(-c2ccccc2)c1Cl (centres undefined)	1.1	5	u	u
Cc1cc(C(=O)Nc2sc3c(c2C#N)CCC(C(C)(C)C)C3)no1 (centres undefined)	1.2	18	u	u

Results in Prostate diff and Jurkat autofluor, for some of the entries so far:
| mol | Prostate diff | Jurkat autofluor |
| --- | --- | --- |
| CC(C)CNC(=O)c1c(N)n(/N=C/c2ccccn2)c2nc3ccccc3nc12 | 8 | 1.1 |
| COc1cc2c(cc1OC)C(c1cc(OC)c(OC)c(OC)c1)NCC2 (centres undefined) | 5 | 1 |
| CCCCN1C2=NCCCN2c2cc(C)c(C)cc21 | 8 | 1.1 |
| CC(=O)N1CN(CCCn2ccnc2)Cc2c1sc1c2CCCC1 | 11 | 1 |
| CCC(COC(=O)Nc1cccc(C)c1)NC(=O)OCC(C)C (centres undefined) | 7 | 1.1 |
| COC(=O)C1=C(C)OC(N)=C(C#N)C1c1c(C)nn(-c2ccccc2)c1Cl (centres undefined) | 5 | 1.1 |

Profiles, looked up by structure:
COc1ccccc1CNC(=O)CCNC(=O)Cn1cnc2ccccc2c1=O reads Jurkat autofluor = 1; Prostate diff = 14; VLA-4 antagonist = u; VLA-4 allo ag = u
CC(=O)N1CN(CCCn2ccnc2)Cc2c1sc1c2CCCC1 reads Jurkat autofluor = 1; Prostate diff = 11; VLA-4 antagonist = 16; VLA-4 allo ag = -2
COc1cc2c(cc1OC)C(c1cc(OC)c(OC)c(OC)c1)NCC2 (centres undefined) reads Jurkat autofluor = 1; Prostate diff = 5; VLA-4 antagonist = -5; VLA-4 allo ag = 4

(further entries)
SMILES	Jurkat autofluor	Prostate diff	VLA-4 antagonist	VLA-4 allo ag
O=C(c1cc(-c2cccs2)on1)N1CCN(c2ccccc2)CC1	1.1	6	4	-4
CCC(CC)C(=O)NCc1ccc2c(c1)cc(C)n2C	0.98	8	22	-1
CC(C)(C)NS(=O)(=O)c1cccc(S(=O)(=O)c2cccc(S(=O)(=O)NC(C)(C)C)c2)c1	1.1	18	-5	-4
O=C1[C@@H]2C(c3ccccc3Cl)=NO[C@@H]2C(=O)N1Cc1ccccc1	0.95	6	1	3
COc1ccc(CCNS(=O)(=O)c2ccc3c(c2)CC(C)N3C(C)=O)cc1OC (centres undefined)	1	11	-10	-4
Cn1c(=O)n(Cc2ccc(Cl)cc2)c(=O)c2c1nc1n2CCN1Cc1ccco1	1.2	2	11	-2
O=C(CCN1CCN(CC(=O)Nc2ccccc2F)CC1)Nc1ccccc1F	1	3	48	2
C=CCc1ccc(OCCCCCN2CCOCC2)c(OC)c1	1	22	-16	3
Cc1cc(=O)oc2c1ccc1oc(/C(=N/O)c3ccccc3)c(C)c12	1.2	8	-4	-10
CCOC(=O)N1CCN(C(=O)CSCC(=O)Nc2nc(-c3ccccc3)cs2)CC1	1.1	4	u	u
N#Cc1ccccc1Cn1c(=O)n(-c2ccc(CC(=O)NCc3ccco3)cc2)c(=O)c2sccc21	1.1	7	5	-1
FC(F)(F)c1nc(N2CCN(c3ccccc3)CC2)nc2c1CCCCC2	0.99	9	-6	-2
CC1CC(C)CN(C(=O)CSc2nnc(-c3ccc(Cl)s3)o2)C1 (centres undefined)	1.1	6	-4	1
O=C(NCN1C(=O)C2C3C=CC(C3)C2C1=O)Nc1ccccn1 (centres undefined)	1.1	1	8	-2
CN(c1ccccc1C(=O)NCC1CCCO1)S(C)(=O)=O (centres undefined)	0.97	1	-5	2
COCCNC(=O)Nc1ccc2c(c1)N(C)C(=O)CS2	0.96	10	7	-3
CCc1ccccc1NC(=O)C(C#N)Cc1cccnc1 (centres undefined)	1	10	-12	-2
Cc1onc(-c2ccccc2Cl)c1C(=O)NCC(=O)O	0.89	4	16	3
Cc1c(NC(=O)C(C)OC(=O)COc2cccc3c2OC(C)(C)C3)c(=O)n(-c2ccccc2)n1C (centres undefined)	1.1	9	-32	10
COc1ccc(C2C(=O)N(C3CCCCC3)CC(=O)N2Cc2ccco2)cc1 (centres undefined)	0.99	18	-12	4
Cc1ccc(-c2nc3cnccn3c2Nc2ccc3c(c2)OCO3)o1	1.1	5	8	0
Cc1cc(C)n(S(=O)(=O)c2cc(C(=O)O)c(Cl)cc2Cl)n1	1	6	-8	-6
